12-LOX inh: Primary qHTS assay for inhibitors of human arachidonate 12S-lipoxygenase (ALOX12): Round 2 | Polyunsaturated fatty acid lipoxygenase ALOX12 (Homo sapiens), P18054 | purified 12hLO, xylenol orange hydroperoxide absorbance | Potency, µM (series often up to 108 µM), inactives show at the top dose activity change, negative = inhibition, most hits filed as inhibitors | actives 1.1% (n = 580,000) | AID 1671190, 2021; active = well fitted inhibition curve with a large enough effect; inconclusive = small, poorly fitted or top-dose-only effect, or another doubt; inactive = no such curve, though single readings can be large or run the other way
Target sequence (P18054 whole entry, looked up): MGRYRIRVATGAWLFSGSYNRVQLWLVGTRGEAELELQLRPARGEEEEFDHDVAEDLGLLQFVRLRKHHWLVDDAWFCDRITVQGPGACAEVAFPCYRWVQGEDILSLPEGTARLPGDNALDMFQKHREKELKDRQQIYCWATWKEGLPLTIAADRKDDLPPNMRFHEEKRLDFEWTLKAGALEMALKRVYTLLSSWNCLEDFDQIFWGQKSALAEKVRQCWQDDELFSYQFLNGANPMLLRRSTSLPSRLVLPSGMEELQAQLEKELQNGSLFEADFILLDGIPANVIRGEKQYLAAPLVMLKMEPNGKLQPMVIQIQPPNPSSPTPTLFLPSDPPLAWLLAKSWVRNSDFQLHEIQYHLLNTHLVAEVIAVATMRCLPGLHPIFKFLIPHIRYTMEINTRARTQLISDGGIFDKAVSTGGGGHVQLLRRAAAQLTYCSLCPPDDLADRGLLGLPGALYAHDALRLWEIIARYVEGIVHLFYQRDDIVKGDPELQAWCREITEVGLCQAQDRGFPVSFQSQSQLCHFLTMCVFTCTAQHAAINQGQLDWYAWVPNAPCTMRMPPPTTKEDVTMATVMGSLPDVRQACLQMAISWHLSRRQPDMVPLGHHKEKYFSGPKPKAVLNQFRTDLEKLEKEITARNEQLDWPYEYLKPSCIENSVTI
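Purified human 12hLO at 150 nM in 25 mM Hepes, 0.01% Triton X-100, pH 7.0, preincubated 15 min at room temperature with compound. Reaction started with 40 uM arachidonic acid, 30 min at room temperature. Hydroperoxide measured by Fe-xylenol orange, 573/405 nm absorbance ratio.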
Numbers without * were called inactive; u = inconclusive; & = joins results of further samples; [ ] = another dose, or the depositor's remark. % is scaled to controls: 0 for no effect and ±100 for the full control effect; potency is read from the fitted curve at half-maximal effect. A portion of the library, so the mix of outcomes need not match the whole.

SMILES | 12-LOX inh
COc1cccc(F)c1C(=O)N1C[C@H](N)C[C@H]1C(=O)NC(C)C | -33%
O=C(C1CCOCC1)N1CCOC[C@H](Oc2ccc(C(F)(F)F)cc2)C1 | 36%[activator][176 µM]
CCN1CCN(CCCNC(=O)C2Cn3cccc3C(=O)N2C)CC1 (centres undefined) | 3%
CCc1ccccc1OCC(=O)c1ccc2c(c1)N(CCCC(=O)N1CCOCC1)C(=O)CO2 | 57%[activator]
O=C(Cn1c(=O)oc2ccccc21)NC1CCCN(CCCc2ccccc2)C1 (centres undefined) | 54%[activator]
COc1ccc(C(=O)N2CCC3(CC2)NC(=O)N(Cc2ccc(F)cc2)C3=O)cc1F | -11%
Cn1cc(CN2Cc3ccc(C(=O)Nc4ccc(F)cc4)cc3OCC2=O)cn1 | 8%[176 µM]
O=C(CN1C(=O)NC(c2ccccc2Cl)C2=C1COC2=O)Nc1ccc(F)cc1F (centres undefined) | 16%

In the list so far, 2 contain an aryl methoxy group.
SMILES | 12-LOX inh
COc1cccc(F)c1C(=O)N1C[C@H](N)C[C@H]1C(=O)NC(C)C | -33%
COc1ccc(C(=O)N2CCC3(CC2)NC(=O)N(Cc2ccc(F)cc2)C3=O)cc1F | -11%

(listing goes on)
SMILES | 12-LOX inh
COc1ccc(C(=O)N2C[C@@H](CO)[C@H](c3ccncc3)C2)cc1 | 17%
Cn1cccc1CN1CCC2(CC1)CC(=O)c1ccc(Cl)cc1O2 | 3%[176 µM]
Cc1cc(C)cc(NC(=O)Cn2c(-c3cnccn3)nc(C)c(C)c2=O)c1 | 43%[activator]
CCOc1ccc(NC(=O)Cn2c(C)ccc(NC(=O)Nc3ccc(C)cc3)c2=O)cc1 | 10%
O=C(CCC1CCCC1)N1CCCC1c1nc(CCOCC2CCOCC2)no1 (centres undefined) | 63%[activator]
c1ccc(Cn2nc(C3CCOC3)nc2-c2ccoc2)cc1 (centres undefined) | 66%[activator]
COC(=O)C1=CN(CC(=O)Nc2cccc(Br)c2)S(=O)(=O)N=C1C | 10%
O=C(Nc1ccccc1)[C@@H]1C[C@@H](c2ccc(F)cc2)N([S+](=O)([O-])c2cccnc2)C1 | 5%[176 µM]
O=C(c1ccccn1)N1CCC(c2cc(-c3ccccc3)n[nH]2)CC1 | 28%
Cc1ccc(NC(=O)c2cc(S(=O)(=O)N3CCCCC3)c[nH]2)cc1Cl | -4%
O=C(C(=O)N1CCC(CNC(=O)c2sc3ccccc3c2Cl)CC1)c1cccs1 | -6%
CC(C)N[C@@H]1CO[C@H](CNC(=O)CC(C)(C)C)[C@H]1O | -2%[176 µM]
CC(C)CCN1CCCN(CCN(C)C)c2ccccc21 | 13%
Cc1ccccc1NC(=O)C1CC(=O)N(c2n[nH]c3cccc(F)c23)C1 (centres undefined) | 13%
CCCN1C(=O)C[C@H](S(=O)(=O)c2ccccc2)[C@H]1c1ccccc1OC | 14%
O=C(CCC1CCCN(S(=O)(=O)c2ccc(F)cc2)C1)NCCN1CCOCC1 (centres undefined) | 39%[activator]
O=C(C[C@@H]1CCNC[C@@H]1Cc1cc(-c2ccccc2)on1)N1CCOCC1 | 5%[176 µM]
Cc1cnc(C(=O)NC2C[C@H]3CC[C@@H](C2)N3C(=O)c2ccc(C)c(C)c2)cn1 (some centres undefined) | 5%
O=C(Nc1cccc(Br)c1)N1CCC2(CC1)SCC(=O)N2Cc1ccco1 | 8%
COCC(NC(=O)c1ccc2nc(C3CCCCC3)oc2c1)c1ccnn1C (centres undefined) | 12%
Cc1cccc(CC(=O)N2CCC(n3cc(-c4nc(C)no4)nn3)CC2)c1 | 25%
Cc1cc(F)ccc1NC(=O)c1cc2n(n1)CC(c1ccc(Br)cc1)OC2 (centres undefined) | 1%
CC(=O)Nc1ccc(CN2CC(Oc3ccc4c(c3)OCO4)C2)cc1 | 1%[6.33 µM]
Cc1nn2c(c1-c1ccccc1Oc1ccccc1)N(CC1CCOCC1)CCC2 | u
CN(C)C(=O)c1ccc2c(c1)N(C)C(CC(=O)NCC(C)(C)O)CO2 (centres undefined) | u
CC(C)C(=O)Nc1ccc(C2(C(=O)NCc3ccc(F)c(Cl)c3)CCC2)cc1 | 18%
CCOc1ccccc1CN1CCN(C(=O)[C@H]2CCC[C@H]2NC(=O)c2ccncc2)CC1 | 65%[activator]
O=C(C[C@@H]1CCNC[C@@H]1Cc1cc(CSc2ccccc2)on1)NC1CC1 | 56%[176 µM]
O=C(O)CC1CCCN(c2cnn(CC3CC3)c(=O)c2)C1 (centres undefined) | 10%
CNC(=O)c1cc2cc(-c3c(C)noc3C)nc(-c3cccc(CO)c3)c2o1 | 9%[176 µM]
O=C(c1ccc(-c2ncc3cnc(-c4cccc(F)c4)cn23)cc1)N1CCc2cccnc21 | 21%[176 µM]
CCCn1c(C)c(CC(=O)NCC2COCCO2)c2c1CC(C)(C)CC2=O (centres undefined) | 5%
COC(=O)C1CN(Cc2ccc(OC)cc2)CCS(=O)(=O)N1Cc1cn(CCOC(C)=O)nn1 (centres undefined) | u
O=C(NC[C@H]1O[C@@H](CO)[C@@H](O)[C@H]1N1CCCC1)c1ccco1 | -5%[176 µM]
COc1ccc(Cc2c(C3CCCCC3)nc3ccc(C)cn23)c(C)c1 | u
CC(C)(C)CC(=O)N1CC[C@H](NC(=O)Nc2ccc(F)cc2F)[C@H]1C(=O)N[C@H](Cc1ccccc1)C(N)=O | 11%
CCc1ccccc1-n1nc(-c2c(C)nc3scc(CC(=O)NCc4ccccc4)n3c2=O)cc1C | 44%[activator]
CN(Cc1ccc2nsnc2c1)Cc1cn(-c2ccccc2)nn1 | 26%
CC(=O)N[C@H]1C[C@@H](Cc2cc(C(C)(C)C)on2)C1(C)C | 15%[176 µM]
O=C1NC(=O)C2(CCCc3ccc(N(CCO)CCO)cc32)N1 (centres undefined) | 1%
COc1ccc(F)cc1-c1ncc2c(n1)OCCN(CC1CC1)C2=O | -7%[176 µM]
CC(C)CCN1CCC2(CC1)COc1ccccc1C(=O)N2 | 2%[176 µM]
CC(C)c1cnn2c(NCc3ccccc3)cc(NCCCCCCN)nc12 | -32%[57.4 µM]
CC(Oc1ccccc1)C(=O)N1CCC(n2cc(-c3nc(-c4ccccc4)no3)nn2)C1 (centres undefined) | 5%
COc1ccccc1-c1ccnc(-n2ncc(C(=O)NCC3(N4CCOCC4)CCCC3)c2C)n1 | 2%
O=C(Cn1nc2c(cc1=O)CCCCC2)NCCN1CCOCC1 | 21%
CC1=NN(c2ccccc2)C(=O)C1CCC#N (centres undefined) | -16%
O=C(c1nc(-c2ccc(Cl)cc2)c2cnccn12)N1CCOCC1 | u
COCC[C@]1(O)CCN(C(=O)c2cc3c(s2)CCCC3)C[C@H]1C | 34%[activator]
COc1ccc(-c2nc(C(C)C)nc3c2CCN(C(=O)c2ccccc2Cl)CC3)cc1 | -28%
COCC1(CNC(=O)NC(C)C)C[C@@H](O)[C@@H](O)C1 (some centres undefined) | 8%[176 µM]
COCCOCC1(CNS(=O)(=O)c2c(C)noc2C)C[C@@H](O)[C@@H](O)C1 (some centres undefined) | 101%[activator][176 µM]
COc1ccccc1CNC(=O)CC1COCCN1C(=O)C1CCCCC1 (centres undefined) | 11%
CC(=O)Nc1ccc(CN2CCC23Cc2ccccc2NC3=O)cc1 (centres undefined) | 39%[activator][176 µM]
Cn1nc(C2CCCNC2)n(Cc2ccccc2)c1=O (centres undefined) | -14%
CC(O)c1cc2n(n1)CCCN(c1ncnc3ccsc13)C2 (centres undefined) | 41%[activator]

More entries.
SMILES | 12-LOX inh
CCn1cc(S(=O)(=O)N2CCC(Cc3nc(-c4ccncc4)n[nH]3)C2)cn1 (centres undefined) | 46%[activator]
CN1CCN([C@@H]2[C@H](O)[C@H](CO)O[C@@H]2CNC(=O)c2ccccc2)CC1 | u
Cc1ccc(S(=O)(=O)NC[C@H]2O[C@@H](CC(=O)N3CCN(c4ccccn4)CC3)[C@H](O)[C@@H]2O)cc1 | 2%
CCN1CCCSC1=S | -1%
COCCOCC(=O)N1CCC(N2C(=O)CCC2C(=O)NCc2ccccc2)CC1 (centres undefined) | 19%
COc1ccc(-c2cc(N3CCN(C(=O)c4cc(C)cc(C)c4)CC3)n[nH]2)cc1 | 35%
COc1ccc(-c2cc(N3CCCC(NC(=O)c4cccc(NC(C)=O)c4)C3)n[nH]2)cc1 (centres undefined) | 73%[activator]
COCCc1nc(CNC(=O)C(c2cccc(F)c2)N(C)C)no1 (centres undefined) | 19%
Cc1ccc(CNC(=O)C2CCN(C(=O)c3ncn4c3COC(c3ccccc3)C4)CC2)cc1 (centres undefined) | 35%[activator]
Cc1ncc2c(c1CNC(=O)c1ccc(OC(F)F)cc1)CCNC2 | -16%
Cc1ccc(Cn2cc(CN(C(C)(C)C)S(=O)(=O)c3ccccc3Br)nn2)cc1 | 6%
CC1=C(C(=O)Nc2ccccc2)C(c2cc(C)ccc2C)N2C(CC(=O)NC(C)C)=CSC2=N1 (centres undefined) | 52%[activator]
CC(=O)N1Cc2ccccc2CC2(CCCN(CC3CCNC3)C2)C1 (centres undefined) | 8.9µM*
O=C(c1ccccc1OCC1CCCN(C2CCC2)C1)N1CCOCC1 (centres undefined) | u
FC(F)(F)c1ccc(CN2CCC3(CC2)CC(c2cccnc2)=NO3)cc1 | 65%&57%[activator]
CN(C)c1ccc(C(=O)N2CCCC(COc3ccccc3C(=O)N3CCCCC3)C2)cc1 (centres undefined) | 3%
CN(Cc1ccoc1)C1CCc2nn(C)c(=O)n2CC1 (centres undefined) | 46%[activator]
CC(C)Oc1ccc2c(NC(=O)c3ccc(=O)n(C)n3)nn(CC(F)(F)F)c2c1 | -12%
COCc1ccc2c(c1)c(OC(C)(C)C(=O)NCCCn1ccnc1)nn2Cc1cccnc1 | 14%
COc1ccc(OC2CN(Cc3ccsc3)C2)cc1 | 2%[12.5 µM]
COC[C@@H]1[C@H](C(=O)Nc2ccc(OC)nc2)CCC(=O)N1C | 31%[activator]
COc1ccc(NC(=O)N2C[C@@H]3C[C@H](C2)c2ccc(NC(=O)c4cccs4)c(=O)n2C3)cc1 | 4%
O=C(O)C[C@@H]1CCN(Cc2ccccc2)C[C@@H]1CCN1C[C@@H]2C[C@H](C1)c1cccc(=O)n1C2 | u
COc1ccc(OC)c(CNC(=O)C2CCN(c3cnc4nccnc4c3)CC2)c1 | u

A stretch from the list above, as a working copy:
SMILES | 12-LOX inh
COC[C@@H]1[C@H](C(=O)Nc2ccc(OC)nc2)CCC(=O)N1C | 31%[activator]
COc1ccc(NC(=O)N2C[C@@H]3C[C@H](C2)c2ccc(NC(=O)c4cccs4)c(=O)n2C3)cc1 | 4%
O=C(O)C[C@@H]1CCN(Cc2ccccc2)C[C@@H]1CCN1C[C@@H]2C[C@H](C1)c1cccc(=O)n1C2 | u
COc1ccc(OC)c(CNC(=O)C2CCN(c3cnc4nccnc4c3)CC2)c1 | u

Later entries:
SMILES | 12-LOX inh
COc1cc(=O)n2c(c1C(=O)Nc1ccc(C)cc1Cl)CCCC2 | -5%
C[C@]1(O)CCN(C(=O)c2ccc(N3CC(=O)NC3=O)cc2)C[C@@H]1O | 38%
CCC(C)(C)C(=O)N1CC(c2nnc(-c3ccc(C)cc3)o2)C2(CCOCC2)C1 (centres undefined) | 26%
COc1cccc(CC(=O)N2CCCCCCNC(=O)CC2c2ccccc2)c1 (centres undefined) | 32%
O=C(CCCc1ccccc1)N1CCCC1c1noc(COc2ccc(F)cc2)n1 (centres undefined) | u
O=C(N1CCCCC1)C1(CCO)CC12CCOCC2 (centres undefined) | 18%
Cc1cc2cccc(C(=O)N3CCC(Cn4cc(CO)nn4)CC3)c2o1 | u
O=C(O)c1ccc(-c2cccc(C(F)(F)F)c2)cc1 | 13%[12.5 µM]
Cc1cccc(OCCc2noc(C3CN(C(=O)c4ccsc4)C3)n2)c1 | 64%[activator]
Cc1cccc(OCC(=O)N2CC(C(=O)NC3CCCCC3)C3(CCOCC3)C2)c1 (centres undefined) | 56%[activator]
Cc1cc(COc2ccccc2)oc1C(=O)N[C@@H]1CCOC[C@H]1OCCO | 41%[activator]
CN[C@@H](C)C(=O)N[C@@]1(C)OC[C@@H]2CC[C@H](C(=O)Nc3ccc(F)c(OC)c3)N2C1=O | -24%[176 µM]
O=C(O)C[C@@H]1CCN(C(=O)NC2CCCCC2)C[C@@H]1CCN1CCC(C(=O)O)CC1 | -4%[176 µM]
COC(=O)C(O)(c1ccccc1)C(Nc1ccc(OC)cc1)c1ccc(Cl)cc1 (centres undefined) | 0%
Cc1noc([C@@H]2CN(Cc3ccccc3OC(C)C)C[C@H]2CO)n1 | 37%[activator]
O=C(CCn1cnnn1)N1CCc2nn(Cc3ccccc3)c(=O)n2CC1 | -7%
COc1ccc(Nc2cc3c(nc2OC)nc(CCc2ccccc2)n3C)cn1 | 23%[176 µM]
CN(Cc1ccc2c(c1)CN(C(=O)c1cccc(N(C)C)c1)CCO2)Cc1cc(C2CC2)n[nH]1 | 15%
O=C(NC1C[C@H]2CC[C@@H](C1)N2S(=O)(=O)c1ccc(Cl)s1)c1ccncc1 (some centres undefined) | u
CCOc1ccccc1CNC(=O)C1c2ccccc2CC(=O)N1CC (centres undefined) | 2%
Cc1ccc(C(=O)N2CC[C@H](c3n[nH]c(C)n3)[C@H](NC(=O)C3CCOCC3)C2)cc1 | 3%

Compound activity: PubChem, National Center for Advancing Translational Sciences (NCATS)
